IL1B secr inh = qHTS for Inhibitors of Inflammasome Signaling: IL-1-beta AlphaLISA Primary Screen | THP-1 LPS/ATP IL-1B secretion, AlphaLISA, 16 h; hits give low values | AID 743279, 2014 | 360,000 compounds, 4.7% hits | activity change, % at 57.5 µM; in the data active = activity change below about -50%; inconclusive = mostly about -30% to -49%; also: % is scaled to controls: 0 for no effect and ±100 for the full control effect
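Secreted IL-1B measured by AlphaLISA bead assay after 16 h compound exposure of THP-1 cells; compounds (final up to 57.5 uM) added 1 h before LPS (250 ng/mL) and ATP (1.25 mM) stimulation; lower signal means less secretion.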
KB-V1 cytotox = qHTS assay for MDR1-selective chemotherapeutics: Primary screen using the drug-selected MDR subline cells KB-V1; Potency, µM (highest dose often 46.1 µM), for the others: at the highest dose activity change, negative = cytotoxicity, usual class: cytotoxic; AID 1347076, 2019; 400,000 compounds, 3.4% hits; KB-V1 MDR cells viability, CellTiter-Glo, 72 h; also: potency is read from the fitted curve at half-maximal effect; % is scaled to controls: 0 for no effect and ±100 for the full control effect; nearly all actives have a fitted effect of over 60% in size
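In this primary screen, KB-V1 cells overexpressing P-gp are incubated with library compounds (lowest to highest concentration) for 72 h at 37 degrees C before a luminescent ATP viability read.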
SW480 rerep = A quantitative high throughput screen for small molecules that induce DNA re-replication in SW480 colon adenocarcinoma cells; SW480 DNA re-replication, Hoechst DNA content imaging, 48 h; Potency, µM (titrated, usually from 46.1 µM), for the others: at the highest dose re-replication activation, actives largely listed as activators; 340,000 compounds, 1.8% hits; also: potency is read from the fitted curve at half-maximal effect; % of control where 0% means no effect; nearly all actives have a fitted effect of over 55% in size
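Image-based DNA-content assay: after two days of treatment, nuclei were labelled with the DNA dye Hoechst and imaged, and hits were compounds raising the count of nuclei showing high fluorescence intensity.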
MCF10A rereplic = A quantitative high throughput screen for small molecules that induce DNA re-replication in MCF 10a normal breast cells; MCF 10A DNA re-replication, Hoechst nuclear intensity, 48 h; Potency, µM (titrated, usually from 46.1 µM), for inactives: top-dose activity, positive = re-replication, usual class: activators; 350,000 compounds, 2.9% hits; also: potency is read from the fitted curve at half-maximal effect; % of control where 0% means no effect; nearly all actives have a fitted effect of over 50% in size
KB-3-1 cytotox = qHTS assay for MDR1-selective chemotherapeutics: Primary screen using the parental adenocarcinoma cell KB-3-1. KB-3-1 viability, CellTiter-Glo ATP luminescence, 72 h. Potency, µM (titrated, usually from 46.1 µM), for the others: at the highest dose activity change, negative = cytotoxic, usual class: cytotoxic. 400,000 compounds, 1.4% hits; also: potency is read from the fitted curve at half-maximal effect; % is scaled to controls: 0 for no effect and ±100 for the full control effect; nearly all actives have a fitted effect of over 60% in size
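Multi-concentration cytotoxicity screen in KB-3-1 cells grown in DMEM lacking phenol red with 10% FBS. After 72 h at 37 °C with compound, ATP-dependent luminescence was recorded.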
HT1080NT lethal = qHTS for induction of synthetic lethality in tumor cells producing 2HG: qHTS for the HT-1080-NT fibrosarcoma cell line. HT-1080-NT fibrosarcoma viability, CellTiter-Glo ATP luminescence, 48 h. Potency, µM (highest dose often 46.1 µM), without a hit: at the top dose activity, negative = less viability, usual class: cytotoxic. 360,000 compounds, 1.6% hits;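 also: NT is the 2HG producing partner of a matched IDH1 knockdown line; potency is read from the fitted curve at half-maximal effect; 0% = DMSO-treated cells and -100% = media-only wells without cells; nearly all actives have a fitted effect of over 55% in size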
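Compounds were tested in concentration-response format on HT-1080-NT cells for 48 hours at 37 degrees C. Cell viability came from CellTiter-Glo luminescence; curves were classified by r2, response magnitude and activity.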
HT1080 IDH1KD tx = qHTS for induction of synthetic lethality in tumor cells producing 2HG: qHTS for the HT-1080-IDH1KD cell line. HT-1080 IDH1 knockdown viability, ATP luminescence, 48 h. Potency, µM (series often up to 46.1 µM), for inactives: at the top dose activity, negative = toxicity, most hits filed as cytotoxic. 360,000 compounds, 2% hits;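 also: potency is read from the fitted curve at half-maximal effect; 0% = DMSO wells and -100% = cell-free medium wells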
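After a 2 h attachment period, IDH1KD HT-1080 cells took pin-transferred compound for 48 h at 37 °C; ATP-based luminescence after 10 min room-temperature reagent incubation reported viability.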
ATXN2 expr inh = Primary qHTS for Inhibitors of ATXN expression | Potency, µM (titrated, usually from 57 µM), without a hit: at the highest dose activity change, negative = inhibition, actives largely listed as inhibitors | 360,000 compounds, 0.72% hits | HEK-293 ATXN2-luciferase reporter, luminescence, 24 h | AID 1745845, 2022; also: potency is read from the fitted curve at half-maximal effect; % is scaled to controls: 0 for no effect and ±100 for the full control effect; nearly all actives have a fitted effect of over 55% in size
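qHTS (up to 57 uM final) was run with 24 h compound exposure of reporter cells at 37 °C. Each well was multiplexed: SteadyGlo luminescence measured ATXN2-luciferase expression after a fluorogenic Gly-Phe-AFC viability readout (25 uM final).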
WRN helicase inh = qHTS for Inhibitors of WRN Helicase. Bifunctional 3'-5' exonuclease/ATP-dependent helicase WRN (Homo sapiens), Q14191. WRN helicase unwinding, fluorescent forked duplex, kinetic. Potency, µM (highest dose often 114 µM), without a hit: top-dose activity change, negative = inhibition, actives largely listed as inhibitors. 360,000 compounds, 0.46% hits. AID 651768, 2012; also: potency is read from the fitted curve at half-maximal effect; % is scaled to controls: 0 for no effect and ±100 for the full control effect; nearly all actives have a fitted effect of over 55% in size
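Screening of the MLSMR collection measured strand separation of a quenched forked DNA duplex (100 nM) by 20 nM WRN with 2 mM ATP, all final. Compounds were preincubated with enzyme 15 min at room temperature.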
* marks the source's active call; other numbers are inactive results; i = inactive; ? = inconclusive; . = not tested or not shown; [ ] = another dose, or the depositor's remark. Unless noted, calls follow the shape of the dose curve; as a rule, active = well fitted curve in the direction sought with a large enough effect; inconclusive = small, poorly fitted or top-dose-only effect, or another doubt; inactive = no such curve, though single readings can be large; an effect the other way counts as inactive or inconclusive.

Results follow in this order: IL1B secr inh | KB-V1 cytotox | SW480 rerep | MCF10A rereplic | KB-3-1 cytotox | HT1080NT lethal | HT1080 IDH1KD tx | ATXN2 expr inh | WRN helicase inh
O=C(NCc1cccnc1)/C(=C\c1ccc(-c2ccc(Cl)c(Cl)c2)o1)S(=O)(=O)c1ccccc1
  -107* | 4.1µM* | ? | 6.5µM* | -9% | ? | ? | 13µM* | 5%
CN(Cc1ccccc1)c1nnc(N)s1
  16 | 3% | 4% | 1% | -1% | -1% | 5% | 10% | 5%
CCn1c(SCC(=O)NC2CCCC2)nnc1C(C)NC(=O)c1ccccc1F (stereo unspecified)
  9 | 16% | -12% | -2% | -4% | 11% | 3% | 7% | 6%
O=C(CCC(=O)c1cccs1)OCC(=O)c1ccc(Cl)s1
  12 | 8% | -1%[9.22 µM] | -3% | 10% | 8% | 2% | -4% | -3%
CCc1nc2ccc(C(=O)NCc3ccccc3OC)cn2c1N(CCC(C)C)CCN(C)C
  ? | ? | . | . | -15% | ? | ? | -35% | 4%[57.1 µM]
CC(CCC(C)C(C)(C)C)[C@@H]1CC[C@H]2C3C[C@H](OS(O)(=S)=S)[C@H]4C[C@H](OS(O)(=S)=S)[C@@H](OS(O)(=S)=S)C[C@]4(C)[C@H]3CC[C@]12C (stereo partly specified) (tested in a mixture with another compound)
  -76* | -15% | -59%[inhibitor] | ? | 11% | 9.2µM* | ? | ? | 16µM*
CCC(C)N(C(=O)CSc1nncn1C)C1CCS(=O)(=O)C1 (stereo unspecified)
  2 | 3% | -4% | 8% | -1% | 25% | 19% | 4% | 5%
COc1cc(C2OCC3C(c4ccc(OC5OC(CO)C(O)C(O)C5O)c(OC)c4)OCC23)ccc1O (stereo unspecified)
  -3 | -1% | 3% | -3% | 0% | -4% | -4% | 0% | 0%[11.6 µM]
CN1C(C(=O)NCc2cccs2)=CC(c2ccc(F)cc2)=NS1(=O)=O
  8 | -16% | -3% | -4% | 2% | 1% | 2% | . | -2%
O=C(O)c1ccc2nc(-c3ccccc3)c(-c3ccccc3)nc2c1
  27 | 17% | -9% | 8% | 4% | 4% | 9% | 25% | -19%
Cc1ccc(C2C=CC(C#N)=CN2Cc2ccccc2)cc1 (stereo unspecified)
  69 | 0% | . | . | 0% | -5% | -10% | 6% | -13%
Cc1ccsc1-c1nc(CN2CCN(C)C(=O)[C@@H]2C)c(C)o1
  21 | 7% | -1% | 0% | 5% | 5% | 1% | -2% | -4%
C=CCN(C(=O)c1ccccc1)c1ccc(OC)cc1
  3 | -21% | ? | 103% | ? | ? | ? | -6% | 4%
CCOc1ccc(C(C)=O)cc1COC(=O)c1ccc2c(c1)NC(=O)CS2
  21 | -16% | 3% | 10% | ? | -14% | ? | . | -7%
Cc1ccc(C(=O)Nc2c(-c3cccs3)nc3cc(C)ccn23)cc1
  -18 | -42% | -4% | 0% | 20% | 1% | -15% | 5% | 1%
COCCNC(=O)C(c1ccc(C)o1)N(Cc1ccco1)C(=O)c1snc(C(N)=O)c1N (stereo unspecified)
  15 | 10% | 1% | 1% | -4% | 10% | 3% | 2% | -4%
COc1cccc(C(=O)N(c2ccc(OC)cc2OC)C2C=CS(=O)(=O)C2)c1 (stereo unspecified)
  5 | ? | 8% | -1% | 12% | 1% | 1% | -4% | -4%
CCOc1cc(S(=O)(=O)NCCCN2CCOCC2)c(C)cc1C
  i | ? | -7% | 12% | -8% | 4% | 7% | 7% | -13%
CC(=O)NC1CCCC(NC(C)=O)C1 (stereo unspecified)
  9 | -12% | -2% | -20% | -7% | 11% | 3% | 6% | -16%
COc1ccc(Cc2noc(-c3ccc([N+](=O)[O-])cc3)n2)cc1OC
  -2 | ? | 27% | -3% | ? | -1% | -13% | . | 4%
O=S(=O)(c1ccc(Cl)cc1)N1CCNCC1
  -1 | 0% | -46%[inhibitor] | -2% | 3% | 8% | 2% | . | 0%
O=C(NCc1cccs1)c1ccc(Cl)c(S(=O)(=O)N2CCOCC2)c1
  -6 | -7% | . | . | -4% | 7% | 5% | . | 2%
Cc1cc(C)n(-c2nnc(C)n2N)n1
  -7 | ? | -7% | 5% | 11% | ? | 23% | -18% | -5%
O=C(Nc1ccc(F)cc1)Nc1nnc(COc2ccccc2F)s1
  -166* | ? | -5% | ? | -21% | ? | 15µM* | . | 0%
Cc1nc(NC(=O)COC(=O)CNC(=O)c2ccco2)c(Cl)cc1Cl
  0 | 1% | -7% | 0% | 3% | 2% | 3% | -10% | 1%
CCOC(=O)N1CCN(C(=O)CS(=O)(=O)c2cn(Cc3ccc(F)cc3)c3ccccc23)CC1
  -16 | -2% | -12% | 6% | 5% | 2% | 9% | -17% | -2%
CCc1cc(C(=O)OC)c(NC(=O)c2ccoc2C)s1
  -12 | 3% | -8% | -20% | 2% | 19% | 19% | 1% | -5%
Cc1cc(C(=O)N2CCCCCC2)cs1
  0 | 6% | -14% | -1% | 10% | 14% | -13% | -4% | 8%
Cc1cc(NC(=O)CSc2ncccn2)no1
  31 | -1% | -2% | 14% | 1% | 4% | 17% | 0% | -4%
O=C(CCCOc1ccccc1)Nc1ccncc1
  25 | 1% | -1%[9.22 µM] | 17% | -18% | -2% | -5% | 1% | -7%
COc1ccc(-n2c(SCC(=O)C(C)(C)C)nc3ccsc3c2=O)cc1
  15 | -1% | -2% | 6% | 2% | 21% | 18% | -17% | -11%
CC1CC(=O)c2cnc(N)nc2C1 (stereo unspecified)
  5 | -1% | -2% | 1% | -3% | 3% | -2% | 10% | 0%
CN1CC(=O)Nc2ccc([N+](=O)[O-])cc2C1=O
  -7 | 0% | 3% | 13% | 7% | 3% | 1% | 3% | 9%
O=C1CSC(=S)N1N=Cc1c(F)cccc1Cl
  0 | 7% | . | . | ? | 1% | 19% | . | -4%
O=C(COC(=O)c1ccc(Cl)c(S(=O)(=O)N2CCOCC2)c1)NCc1ccco1
  -1 | 0% | ? | 36% | 5% | 19% | 16% | -10% | -7%
O=C(c1ccncc1)N1CCN(S(=O)(=O)c2ccc(OC(F)(F)F)cc2)CC1
  2 | 9% | -8% | -1% | 12% | 8% | 5% | -22% | -3%
CCOC(=O)C(NC(C)=O)(N1CCc2ccccc2C1)C(F)(F)F (stereo unspecified)
  -5 | 8% | -7% | -3% | 9% | -2% | -1% | 7% | 9%
O=c1cc2c(nn1Cc1ccc(F)cc1)-c1ccccc1CC2
  -11 | -15% | -27% | 7% | 22% | -4% | -2% | -32% | -3%
CCOC(=O)c1sc(Nc2nc3c(F)cccc3s2)cc1C
  1 | 0% | ? | 21µM* | 12% | ? | -29% | -4% | -13%
CCCc1cc(-c2[nH]ncc2-c2ccc(C(=O)OCC)o2)c(O)cc1O
  -84* | ? | 12% | 4% | -7% | ? | ? | -29% | -14%
O=C(c1ccco1)N1N=C(c2ccncc2)CC1(O)C(F)(F)F (stereo unspecified)
  -8 | 0% | 3% | 0% | 7% | 14% | -1% | 2% | 5%
CSCC[C@H](NC(=O)CCn1nnc2ccccc2c1=O)C(=O)O
  15 | 24% | 2% | -4% | -11% | 9% | -2% | 3% | 0%
Cc1cc(C)c(C(=O)COC(=O)c2ccc(NC(=O)CC#N)cc2)cc1C
  -7 | -3% | 7% | 11% | -11% | -14% | -11% | 16% | -11%

Arranged by heavy-atom count (highest first): some entries from above.
Results follow in this order: IL1B secr inh | KB-V1 cytotox | SW480 rerep | MCF10A rereplic | KB-3-1 cytotox | HT1080NT lethal | HT1080 IDH1KD tx | ATXN2 expr inh | WRN helicase inh
COc1cc(C2OCC3C(c4ccc(OC5OC(CO)C(O)C(O)C5O)c(OC)c4)OCC23)ccc1O (stereo unspecified)
  -3 | -1% | 3% | -3% | 0% | -4% | -4% | 0% | 0%[11.6 µM]
O=C(NCc1cccnc1)/C(=C\c1ccc(-c2ccc(Cl)c(Cl)c2)o1)S(=O)(=O)c1ccccc1
  -107* | 4.1µM* | ? | 6.5µM* | -9% | ? | ? | 13µM* | 5%
COc1cccc(C(=O)N(c2ccc(OC)cc2OC)C2C=CS(=O)(=O)C2)c1 (stereo unspecified)
  5 | ? | 8% | -1% | 12% | 1% | 1% | -4% | -4%
Cc1nc(NC(=O)COC(=O)CNC(=O)c2ccco2)c(Cl)cc1Cl
  0 | 1% | -7% | 0% | 3% | 2% | 3% | -10% | 1%
Cc1ccsc1-c1nc(CN2CCN(C)C(=O)[C@@H]2C)c(C)o1
  21 | 7% | -1% | 0% | 5% | 5% | 1% | -2% | -4%
CCc1cc(C(=O)OC)c(NC(=O)c2ccoc2C)s1
  -12 | 3% | -8% | -20% | 2% | 19% | 19% | 1% | -5%
Cc1cc(C)n(-c2nnc(C)n2N)n1
  -7 | ? | -7% | 5% | 11% | ? | 23% | -18% | -5%

Screening data (PubChem)
